TNAP act DEA: human TNAP activation, intermediate phosphate acceptor; 64,000 tested, under 10 active; activation factor at 20 µM; purified TNAP, CDP-star luminescence, 100 mM DEA, 30 min; active compounds read high; scale: 0 levamisole-inhibited, 1 vehicle-only enzyme; AID 813; P05186;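 active means activation factor of at least 2 at 20 µM, relative to controls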
tolC growth inh: growth inhibitors of E. coli BW25113 tolC mutant | actives 2.2% (n = 65,000) | growth inhibition, % at 10 µM (by protocol) | OD615;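 active means growth inhibition at or above a cutoff equal to the mean over every tested compound plus 3 SD, cut at about 60% in these data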;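 further: growth measured after 20 h incubation at 37 °C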
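signal = optical density read at 615 nm | test system = E. coli ΔtolC::kan strain BW25113 | timing = 20 h compound exposure of bacteria at 37 °C | buffer or medium = LB medium plus 50 µg/mL kanamycin | compound dosing = 10 µM final, single dose | evaluation = % inhibition of E. coli growth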
Jurkat tox 60K: cytotoxicity toward Jurkat cells. Jurkat E6.1 viability, ATP luminescence, 48 h. inhibition, % at 4 µM. actives 1.2% (n = 56,000). AID 463;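 active means inhibition above the mean inhibition of all tested compounds plus 3 SD, cut at about 28% in these data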
M1 agonist: activates the M1 muscarinic receptor | CHO-M1 cells, Fluo-4 calcium fluorescence, agonist mode; active compounds read high | B-score at 10 µM | actives 3% (n = 64,000) | AID 626;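 active means fluorescence rise, raw or as B-score row- and column-corrected plate score, outside the 99.7% band of its plate's samples, either direction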
D1 mod: allosterically modulates the human D1 dopamine receptor. HEK293 D1, CRE-luciferase, dopamine EC30 potentiation; actives deviate in either direction. B-score at 10 µM. actives 5.9% (n = 58,000). P21728. AID 641;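 active means luminescence count or its row- and column-corrected plate score outside the 99.7% band of the plate's sample wells, on either side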
SF1 activator: SF-1 (human) activation; Q13285; CHO-K1 Gal4-SF-1 LBD luciferase reporter; % increase over DMSO SF-1-specific signal; activation, % at 10 µM; actives 1.9% (n = 65,000); AID 522;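 active means activation above the mean activation of all tested compounds plus 3 SD, cut at about 50% in these data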
Target sequence (Q13285 whole entry, looked up, the tested form may be a part): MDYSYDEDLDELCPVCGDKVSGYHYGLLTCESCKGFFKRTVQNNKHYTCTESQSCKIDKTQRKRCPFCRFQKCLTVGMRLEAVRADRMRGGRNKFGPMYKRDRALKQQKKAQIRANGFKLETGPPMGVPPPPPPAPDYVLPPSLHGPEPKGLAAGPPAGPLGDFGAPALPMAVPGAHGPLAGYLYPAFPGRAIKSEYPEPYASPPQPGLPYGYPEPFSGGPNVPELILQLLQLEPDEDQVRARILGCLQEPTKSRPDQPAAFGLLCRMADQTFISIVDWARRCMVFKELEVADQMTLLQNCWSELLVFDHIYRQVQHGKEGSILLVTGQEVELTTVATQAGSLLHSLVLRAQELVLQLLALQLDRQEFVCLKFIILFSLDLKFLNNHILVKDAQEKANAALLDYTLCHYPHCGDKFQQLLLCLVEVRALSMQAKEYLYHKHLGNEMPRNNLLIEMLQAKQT
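Test system: CHO-K1 cells with Gal4–hSF-1 LBD chimera plus Gal4-driven luciferase; Input: 4,000 cells/well; Compound: 10 µM only; Times: 20 h compound treatment, 37 °C; Measured by: steady-glow luciferase luminescence, read after 15 min reagent incubation; Measure: percent activation versus DMSO; Control set: DMSO and mock-transfected background; Replicates: one test per compound.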
NADH enzymes: inhibitors of enzymes used to reach an NAD/NADH endpoint. coupled PK/LDH NADH assays, four targets. IC50, µM (top dose mostly 10 µM), for the others: top-dose inhibition. actives 0.02% (n = 65,000). AID 774;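 active means single-dose screening hits from any of four coupled enzyme assays that gave an IC50 when retested across doses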;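 further: the DPM-DC format reads NADH fluorescence rather than 340 nm absorbance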
HEK293 NFkB inh: inhibitors of the PMA/ionomycin-induced NF-kB reporter in HEK293 cells; HEK-293 NF-kB luciferase reporter, luminescence; inhibition, % at 3 µM; actives 0.21% (n = 62,000); AID 465;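 active means inhibition above the mean of all tested compounds plus 3 SD, cut at about 40% in these data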;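 further: 0% = stimulated DMSO wells and 100% = 10 µM reference inhibitor 5653914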
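Timing: 1 h pretreatment, 16 h stimulation, 37 °C; system: HEK-293 cells with stable firefly luciferase reporter driven by four HIV NF-kB elements; doses: 3 µM once, 0.30% DMSO; measured by: luciferase luminescence; control set: DMSO and 10 µM reference inhibitor; repeats: single test; reagent: PMA plus ionomycin mix as NF-kB-activating stimulus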
M1 antag: M1 muscarinic receptor (rat) antagonism | CHO-M1 cells, Fluo-4 calcium, ACh EC80 antagonist mode; active compounds read low | B-score at 10 µM | actives 3.4% (n = 64,000);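 active means calcium fluorescence response, raw or row-and-column corrected B-score, differing from the plate sample mean either way at a set confidence level, mostly lower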
Target sequence (P08482 whole entry, looked up): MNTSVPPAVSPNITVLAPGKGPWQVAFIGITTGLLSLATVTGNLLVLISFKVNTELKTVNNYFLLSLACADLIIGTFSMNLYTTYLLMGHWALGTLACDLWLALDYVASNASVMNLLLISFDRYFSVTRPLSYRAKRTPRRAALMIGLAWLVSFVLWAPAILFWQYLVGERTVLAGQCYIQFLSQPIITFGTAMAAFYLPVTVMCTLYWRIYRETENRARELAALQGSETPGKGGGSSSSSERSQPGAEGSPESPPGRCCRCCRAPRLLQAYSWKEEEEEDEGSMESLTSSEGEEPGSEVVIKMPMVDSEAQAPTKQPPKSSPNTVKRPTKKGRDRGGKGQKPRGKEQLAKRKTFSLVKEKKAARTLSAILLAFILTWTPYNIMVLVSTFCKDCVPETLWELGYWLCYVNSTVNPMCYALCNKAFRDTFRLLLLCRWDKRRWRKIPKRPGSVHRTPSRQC
* = called active by the depositor; . = not tested or not shown; [ ] = another dose, or the depositor's remark.

Sample of the layout:
SMILES	TNAP act DEA	tolC growth inh	Jurkat tox 60K	M1 agonist	D1 mod	SF1 activator	NADH enzymes	HEK293 NFkB inh	M1 antag
CCC(C)[C@H](NC(=O)NCc1ccc(Cl)cc1)C(=O)OC (some centres not stated)	0.9	-12	-5	0.22	.	-5	0%	5	-0.78
C=CCNC(=O)CN1C2CCCC1CC(NC(=O)c1ccccc1C)C2 (configuration not stated)	1.1	-12	0	.	-1.3	-7	7%	7	.
N#CC1=C(SCc2ccccc2)NC(=O)CC1c1cccc(O)c1 (configuration not stated)	1	14	4	-0.071	-1.4	-1	7%	15	-0.71
COc1cc(OC)c(CN2CCN(c3ccc(F)cc3)CC2)cc1Br	0.9	29	1	.	-0.051	-12	10%	8	.
CCCCNC(=O)Cn1c(-c2ccc(OC)cc2)noc1=O	0.9	-23	-6	0.7	-0.3	-1	4%	14	-0.2
O=C(NCCCn1ccnc1)Nc1ccc(Cl)c(Cl)c1	1	42	2	-0.25	-1.7	-1	6%	15	1.2

The list itself, from the start:
SMILES	TNAP act DEA	tolC growth inh	Jurkat tox 60K	M1 agonist	D1 mod	SF1 activator	NADH enzymes	HEK293 NFkB inh	M1 antag
CCC(C)[C@H](NC(=O)NCc1ccc(Cl)cc1)C(=O)OC (some centres not stated)	0.9	-12	-5	0.22	.	-5	0%	5	-0.78
C=CCNC(=O)CN1C2CCCC1CC(NC(=O)c1ccccc1C)C2 (configuration not stated)	1.1	-12	0	.	-1.3	-7	7%	7	.
N#CC1=C(SCc2ccccc2)NC(=O)CC1c1cccc(O)c1 (configuration not stated)	1	14	4	-0.071	-1.4	-1	7%	15	-0.71
COc1cc(OC)c(CN2CCN(c3ccc(F)cc3)CC2)cc1Br	0.9	29	1	.	-0.051	-12	10%	8	.
CCCCNC(=O)Cn1c(-c2ccc(OC)cc2)noc1=O	0.9	-23	-6	0.7	-0.3	-1	4%	14	-0.2
O=C(NCCCn1ccnc1)Nc1ccc(Cl)c(Cl)c1	1	42	2	-0.25	-1.7	-1	6%	15	1.2
COc1cccc(NS(=O)(=O)c2cn(C)c(=O)n(C)c2=O)c1	0.9	-9	-10	1.4	0.1	-4	7%	-1	0.49
CCn1c2ccccc2c2nnc(SCC(=O)NCc3cccs3)nc21	0.9	18	.	0.023	.	0	8%	16	0.33
Brc1ccccc1C1=Nn2c(nnc2-c2ccccc2)SC1	0.9	8	14	0.018	12*	-8	2%	10	-0.75
COc1ccc2cc(S(=O)(=O)N3CCN(C)CC3)ccc2c1	0.9	-8	-3	0.47	-0.24	11	1%	-1	1
COc1ccc2c(c1)c1c(n2C(C)=O)C(OC(C)=O)=NCC1	0.8	23	-6	0.52	0.95	5	4%[fluoresces]	9	-0.068
Cn1c(=O)[nH]c(=O)c2c1nc(Br)n2CC(O)COCc1ccccc1 (configuration not stated)	1	-25	5	-2	0.4	-3	3%	18	0.15
Cc1ccc(NC(=O)c2ccc(F)c(S(=O)(=O)N3CCOCC3)c2)cc1F	0.9	16	6	0.29	-1.4	3	3%	-18	-1.1
CCCOc1nc2c(c(=O)n(C)c(=O)n2C)n1CCC	0.9	-1	.	0.27	.	4	3%	11	1.1
COc1ccc(C2CC(c3ccccc3)n3nc(NC(=O)c4cccs4)nc3N2)cc1 (configuration not stated)	1	65*	4	-0.76	-0.53	-6	8%	17	-0.11
COc1ccccc1N1CC(O)=C(c2nc3ccccc3s2)C1=N	1	17	4	-1.4	-0.35	13	13%	-5	-0.83
COCCN(C(=O)Nc1ccccc1)c1ccccc1C	0.9	2	.	-0.93	.	5	3%	.	-0.0069
Cc1nc2ncnn2c(C)c1CCC(=O)NC(C)CCc1ccco1 (configuration not stated)	0.9	-7	-2	0.72	-0.12	-7	4%	10	0.28
CCC(NC(=O)NC1=NCCS1)(C(F)(F)F)C(F)(F)F	0.9	13	.	-0.28	0.54	9	10%	.	0.12
CCCCCN(C(=O)NC(=O)Nc1ccccc1OC)S(C)(=O)=O	0.9	12	-5	0.15	0.2	6	8%	8	-0.09
CC(=O)NC1(c2nnnn2CCOC(=O)Nc2ccc(Cl)cc2)CCCCC1	0.9	6	5	-0.61	-0.0056	-5	3%	-3	-0.078
CS(=O)(=O)N1CCc2cc(-c3csc(NC(=O)Cc4cccs4)n3)ccc21	1	62*	70*	-0.011	-0.66	2	4%	16	0.24
O=C1c2oc3ccccc3c(=O)c2C(c2ccccn2)N1Cc1ccccc1 (configuration not stated)	1	-23	9	0.65	0.6	-8	3%	5	0.15
CCOC(=O)Cn1c(=O)oc2cc(S(=O)(=O)N(CCN(C)C)Cc3ccccc3)ccc21	0.9	-12	-3	0.22	-1.1	6	6%	14	-0.32
CCOC(=O)C1CCCN(Cc2nc(N)nc(Nc3ccc(OC)cc3)n2)C1 (configuration not stated)	1	8	9	3.6	-1.1	-7	6%	11	0.019
CN1CCN(CC(=O)N2c3ccccc3C(C)(c3ccccc3)CC2(C)C)CC1 (configuration not stated)	0.8	-6	-2	-1.4	-0.61	-12	3%	9	-1.8
COc1ccc(CCNc2oc(COc3ccccc3F)nc2C#N)cc1	0.9	88*	-2	-0.41	0.77	-10	9%	15	-1.9
Cc1cc(NC(=O)C2CC(c3ccc(F)cc3)=NO2)no1 (configuration not stated)	0.9	-3	2	0.047	-0.44	-3	7%	23	0.86
O=c1cc(NCC2CCCO2)[nH]c(=O)n1-c1ccc(Cl)cc1 (configuration not stated)	.	-8	-4	-0.0062	-0.51	8	5%	15	0.89
O=C1c2ccccc2C(=O)N1CCN1CCc2ccccc21	0.9	14	.	0.0025	-0.047	52*	0%	.	-0.13
O=C(Nc1ccccc1F)c1cc(S(=O)(=O)N2CCCCC2)cs1	0.9	34	0	-0.41	.	-5	8%	11	0.12
Cc1cc(Nc2ccc(C(=O)O)cc2)n2nc(C)nc2n1	0.9	-26	-5	0.98	-0.88	-5	3%	13	-0.18
CCC(C)(C)NC(=O)c1ccc2c(c1)N(CC(=O)OC)C(=O)C(C)(C)O2	0.9	-12	7	-0.068	0.1	-13	7%	20	-0.16
O=C1CSC(c2cccs2)N1c1ccccc1 (configuration not stated)	0.9	-1	0	0.25	0.94	-12	4%	18	-0.34
O=C(CSc1nnc(CNc2ccccc2)o1)c1ccc2c(c1)OCCO2	0.9	37	-4	-0.031	0.061	30	6%	4	0.017
COc1cccc(-n2cc3c(c2-c2ccccc2)c(=O)n(C)c(=O)n3C)c1	0.9	27	4	7.5*	0.28	-21	10%	2	0.015
O=C1C2C3C=CC(C3)C2C(=O)N1c1n[nH]c(-c2cccnc2)n1 (configuration not stated)	0.7	-10	-7	0.97	-0.0023	20	3%	15	-0.44
CC(C)CCN1CC(C(=O)N2CCN(c3ccc(F)cc3)CC2)CC1=O (configuration not stated)	0.9	-17	0	-0.41	0.32	4	2%	6	0.0034
CCCCC(=O)OCCNC(=O)c1cc2ccccc2oc1=O	1	-9	-5	-0.97	-0.0026	-16	10%	13	-0.58
COc1nnc(-c2ccc(N3CCCCC3)c(N)c2)c2ccccc12	.	63*	8	-0.16	0.033	20	9%	-3	-0.11
Cc1ccc(C(=O)N2CCN(c3ccc(Cl)cc3)CC2)cc1	0.9	30	2	-1.2	-0.89	1	2%	8	0.57
COC(=O)c1ccc(/C=N/n2cnnc2)cc1	0.8	16	3	-0.58	-0.93	9	2%	18	-0.051
CC(C)CC(/C(O)=C(\C#N)c1nc2ccccc2[nH]1)N1C(=O)c2ccccc2C1=O (configuration not stated)	0.9	24	-4	-0.49	0.14	12	5%	-2	0.13
COc1ccccc1-n1c(CNC(=O)c2ccco2)nnc1SCC(=O)Nc1ccc(F)cc1	1	-6	-5	-0.4	.	-4	5%	6	-0.82
COc1ccc(-c2cc3nc(C4CCN(C(=O)OC(C)(C)C)CC4)c(C(=O)O)cn3n2)cc1	0.8	23	-4	-0.29	9.2*	20	15%	12	-2
COC(=O)CCn1nnc(-c2ccc(C)cc2)n1	1	-4	2	-0.058	-0.11	25	2%	22	-0.12
COc1ccc(CC(=O)Nc2c3c(nn2-c2cccc(Cl)c2)CS(=O)C3)cc1 (configuration not stated)	0.8	6	-1	-0.49	-0.27	0	4%	19	0.54
Cc1ccc(CSCCNS(C)(=O)=O)cc1	1	.	.	0.015	-0.62	-13	.	8	-0.2
CN1Cc2cc(C(=O)c3cc(Cl)cc(CSc4ncccn4)c3O)cnc2NC1=O	0.8	13	98*	-0.95	4.5*	-50	6%	33	-0.75
O=C(O)C1CCCN1C(=O)Oc1ccccc1 (configuration not stated)	1	-24	-7	-0.81	-2.6*	-25	8%	7	0.074
CCC(=O)N1CCN(c2ccccc2NC(=O)c2cccc(C)c2)CC1	0.9	-8	3	9.8*	-0.23	11	6%	10	-0.57
COc1cccc(CCC(=O)O)c1OC	0.9	-2	5	-0.02	0.23	-5	7%	14	-0.21
Cn1c(C(=O)NCc2ccccn2)cc2c(=O)n(C)c3ccccc3c21	0.6	11	-2	0.17	0.56	-9	13%	18	-0.18
CCC1(CC)C(=O)N(C)C(=O)NC1=Nc1ccccc1	0.9	-15	-6	-0.19	0.12	1	7%	1	0.94
COc1ccc(S(=O)(=O)N2CCC(O)(c3ccc(Cl)cc3)CC2)cc1	0.8	20	3	0.18	-1.3	6	6%	-3	-3.8*
Cc1cccc(-n2c(O)c(C=Nc3ccccc3N)c(=O)[nH]c2=O)c1	1.1	7	46*	-0.019	0.063	37	1%	5	1.1
COc1ccc(C)cc1NC(=O)c1nnn(CCc2ccccc2)c1N	0.9	16	-6	0.53	0.022	3	2%	10	0.25
CCc1nc(SCC(=O)N2CCc3ccccc32)c2oc3ccccc3c2n1	1	-23	2	-0.14	-0.057	-1	6%	20	-0.11
COc1cccc(C2C(C(=O)c3cccs3)=C(O)C(=O)N2CCN(C)C)c1OC (configuration not stated)	0.9	-11	5	-0.56	2.5*	-4	1%	16	-0.99
Cc1cc(C)c2nc(C(F)(F)F)nc(N3CC(C)OC(C)C3)c2c1 (configuration not stated)	1	20	0	-0.64	0.03	-8	5%	8	0.72

New compounds follow
SMILES	TNAP act DEA	tolC growth inh	Jurkat tox 60K	M1 agonist	D1 mod	SF1 activator	NADH enzymes	HEK293 NFkB inh	M1 antag
COCCn1c(N)c(C(=O)Nc2sc3c(c2C(=O)OC)CCCC3)c2nc3ccccc3nc21	1	-8	-4	-0.22	-0.16	-6	2%	6	-0.14
CN1CCN(c2nc3c(c(=O)n(C)c(=O)n3C)n2CC(N)=O)CC1	0.9	-11	-9	-0.39	0.28	-11	7%	5	0.72
CSc1nc(SC)c2c3c(oc2n1)COC(C)(C)C3	0.9	5	-6	1.4	0.43	-6	11%	8	0.25
CN(C)CCOC(=O)C1(c2ccccc2)CCOCC1	0.8	-17	1	-1.4	0.046	24	8%	0	-3.2*
O=C(Nc1ccc(Cl)cc1)N1CCC(c2nc(-c3cccs3)no2)CC1	1	100*	12	-2.5*	-0.92	6	3%	24	0.0077
O=C(CSc1nnnn1-c1ccc2c(c1)CCC2)NCc1cccs1	0.9	44	5	-0.012	0.57	14	4%	10	-0.71
O=C1CN(C(=O)CCN2CCOCC2)C(c2ccccc2)c2cc(Br)ccc2N1 (configuration not stated)	0.9	-5	-3	0.45	-0.29	-8	0%	14	-0.18

Screening data as filed in PubChem.
